# TDP1 block – qHTS Assay for Inhibitors of Tyrosyl-DNA Phosphodiesterase (TDP1); Tyrosyl-DNA phosphodiesterase 1 (Homo sapiens), Q9NUW8; recombinant TDP1, AlphaScreen DNA substrate cleavage; Potency, µM (titrated, usually from 130 µM), without a hit: at the highest dose activity change, negative = inhibition, hits mostly inhibitors; 350,000 compounds, 0.28% hits; AID 485290, 2010; also: nearly all actives have a fitted effect of over 40% in size
# Target sequence (Q9NUW8 whole entry, looked up): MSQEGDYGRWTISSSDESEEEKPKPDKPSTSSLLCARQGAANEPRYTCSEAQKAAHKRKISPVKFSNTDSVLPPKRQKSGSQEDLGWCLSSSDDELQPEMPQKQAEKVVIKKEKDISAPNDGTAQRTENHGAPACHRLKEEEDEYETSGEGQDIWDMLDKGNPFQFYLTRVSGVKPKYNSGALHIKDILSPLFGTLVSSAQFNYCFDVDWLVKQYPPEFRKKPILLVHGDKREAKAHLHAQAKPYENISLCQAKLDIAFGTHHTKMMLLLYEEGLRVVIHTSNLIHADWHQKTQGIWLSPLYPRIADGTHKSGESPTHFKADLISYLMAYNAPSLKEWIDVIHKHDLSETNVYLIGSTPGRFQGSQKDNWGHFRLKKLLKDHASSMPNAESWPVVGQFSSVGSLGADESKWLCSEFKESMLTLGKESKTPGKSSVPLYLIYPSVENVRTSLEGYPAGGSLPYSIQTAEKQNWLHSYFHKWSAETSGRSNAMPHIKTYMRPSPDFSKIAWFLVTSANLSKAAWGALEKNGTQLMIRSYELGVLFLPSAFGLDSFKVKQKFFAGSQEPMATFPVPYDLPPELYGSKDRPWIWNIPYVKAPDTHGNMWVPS
#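 Steps: enzyme plus compound, 15 min RT; add biotin/phosphotyrosine-FITC oligonucleotide (15 nM final), react 5 min; add donor/acceptor beads (10 ug/ml final), 10 min; read AlphaScreen. Tdp1 at 1 nM final.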
# TDP1 cell noCPT – qHTS for Inhibitors of human tyrosyl-DNA phosphodiesterase 1 (TDP1): qHTS in cells in absence of CPT. 420,000 compounds, 15% hits. Potency, µM (series often up to 46.2 µM), for the others: at the highest dose activity change, negative = growth inhibition, hits mostly inhibitors. DT40 Tdp1-/- hTDP1 cells, no CPT, ATP luminescence, 48 h; also: nearly all actives have a fitted effect of over 55% in size
#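 Growth kinetics read by CellTiter-Glo luminescence after ≥48 hr at 37 °C. Cells: DT40 Tdp1-/- stably carrying human TDP1, 400 per well, compound exposure in the absence of CPT (DMSO vehicle).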
# N370S GC – qHTS Assay for Inhibitors and Activators of N370S glucocerebrosidase as a Potential Chaperone Treatment of Gaucher Disease; Potency, µM (titrated, usually from 59.4 µM), without a hit: at the highest dose activity change, negative = inhibition, most hits filed as inhibitors; AID 2101, 2009; N370S GC spleen homogenate, 4MU-glucoside fluorescence; Lysosomal acid glucosylceramidase (Homo sapiens), P04062; 330,000 compounds, 0.092% hits;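 also: 0% = full enzyme activity and -100% = no enzyme basal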
# Active calls of the source: *; ? = inconclusive; . = not tested or not shown; & = joins results of further samples; [ ] = another dose, or the depositor's remark. Calls follow the shape of the dose curve; as a rule, active = well fitted curve in the direction sought with a large enough effect; inconclusive = small, poorly fitted or top-dose-only effect, or another doubt; inactive = no such curve, though single readings can be large; an effect the other way counts as inactive or inconclusive. Unless noted, % is scaled to controls: 0 for no effect and ±100 for the full control effect; potency is read from the fitted curve at half-maximal effect. Not all compounds are listed; count on the stated rates, not on these rows.
# Sample of the layout, 24 compounds:
SMILES,TDP1 block,TDP1 cell noCPT,N370S GC
CC(NC(=O)OCc1ccccc1)C(=O)NCC(=O)NC(Cc1ccc(OC(C)(C)C)cc1)C(=O)OC(C)(C)C (stereo not given),4%,12µM*,1%
O=C(CCN1CCCCC1)NCC1OCCc2ccccc21 (stereo not given),-1%,-7%,-3%
COc1ccc(OC)c(-n2c(SC)nnc2-c2c[nH]c3ccccc23)c1,1%,?,-5%
COc1ccc(CCn2nnnc2C(C(C)C)N2CCN(c3ncccn3)CC2)cc1OC (stereo not given),2%,-18%,2%
COc1ccc(/C=N/NC(=O)c2cc3cc(OC)c(OC)cc3[nH]2)cc1,.,-24%,-10%
CCOC(=O)c1cn2nc(Oc3cccc(C(F)(F)F)c3)ccc2n1,.,?,-7%
COc1cc(Cl)c(C)cc1NC(=O)c1cc(S(=O)(=O)N2CCCC2)ccc1F,3%,5%,.
Cc1cnc(NC(=O)Cc2ccc(S(=O)(=O)N3CCOCC3)s2)s1,1%,?,.
Cc1cc(C)cc(NC(=O)CSc2nc3nc(C)cc(C)c3c(=O)[nH]2)c1,0%,-2%,.
Cc1ccc(C(=O)OCc2ccc3c(c2)OCO3)cc1S(=O)(=O)N1CCCCC1,-2%,?,6%
CN1C(C(=O)Nc2ccc(OC(F)(F)F)cc2)=CC(c2ccco2)=NS1(=O)=O,4%,?,0%
COc1ccc(N2CCN(C(=O)NC(=O)c3ccccc3)CC2)cc1,4%,0%,-4%
COc1cccc(-c2nnc3n2N=C(C(C)(C)C)CS3)c1,-1%,9.2µM*,21%
COC(=O)c1c(C)n(-c2ccc(C)cc2)c2ccc(O)cc12,-2%,18µM*,-2%[12.8 µM]
O=C(O)COc1ccccc1/C=N/NC(=O)CSc1nc2ccccc2n1Cc1ccc(Cl)cc1,0%,-3%,1%
CCCCn1c(=N)n(CC(O)COc2ccccc2)c2ccccc21 (stereo not given),0%,12µM*,-28%
CN(C(=O)c1ccccc1-c1ccccc1C(=O)O)c1ccccc1,.,-3%,-6%
CCN(CC)CCN(C(=O)c1ccc2c(c1)OCCO2)c1nc2cc(C)cc(C)c2s1,9%,?,-8%
Cc1ccccc1C(=O)NNC(=O)CSc1nc2ccccc2c(=O)[nH]1,6%,4%,2%
COc1ccc(CN(C(=O)c2cc(=O)c3ccccc3o2)C2CCS(=O)(=O)C2)cc1 (stereo not given),2%,4%,-4%
O=C(Nc1ccc2ccccc2c1)C(=O)C1C(=O)Nc2ccccc21 (stereo not given),8%,.,10%
COc1ccc(/C=N/Nc2ccccc2)cc1Cn1nc(C)c([N+](=O)[O-])c1C,2%,-20%,.
Cc1cccc(-n2c(SCC(N)=O)nc3c(oc4ccccc43)c2=O)c1,-1%,?,.
O=C(COc1ccc2c(-c3ccccc3)cc(=O)oc2c1)NC(Cc1c[nH]c2ccccc12)C(=O)O (stereo not given),3%,14%,.

# The whole of this part, repeating the preview:
SMILES,TDP1 block,TDP1 cell noCPT,N370S GC
CC(NC(=O)OCc1ccccc1)C(=O)NCC(=O)NC(Cc1ccc(OC(C)(C)C)cc1)C(=O)OC(C)(C)C (stereo not given),4%,12µM*,1%
O=C(CCN1CCCCC1)NCC1OCCc2ccccc21 (stereo not given),-1%,-7%,-3%
COc1ccc(OC)c(-n2c(SC)nnc2-c2c[nH]c3ccccc23)c1,1%,?,-5%
COc1ccc(CCn2nnnc2C(C(C)C)N2CCN(c3ncccn3)CC2)cc1OC (stereo not given),2%,-18%,2%
COc1ccc(/C=N/NC(=O)c2cc3cc(OC)c(OC)cc3[nH]2)cc1,.,-24%,-10%
CCOC(=O)c1cn2nc(Oc3cccc(C(F)(F)F)c3)ccc2n1,.,?,-7%
COc1cc(Cl)c(C)cc1NC(=O)c1cc(S(=O)(=O)N2CCCC2)ccc1F,3%,5%,.
Cc1cnc(NC(=O)Cc2ccc(S(=O)(=O)N3CCOCC3)s2)s1,1%,?,.
Cc1cc(C)cc(NC(=O)CSc2nc3nc(C)cc(C)c3c(=O)[nH]2)c1,0%,-2%,.
Cc1ccc(C(=O)OCc2ccc3c(c2)OCO3)cc1S(=O)(=O)N1CCCCC1,-2%,?,6%
CN1C(C(=O)Nc2ccc(OC(F)(F)F)cc2)=CC(c2ccco2)=NS1(=O)=O,4%,?,0%
COc1ccc(N2CCN(C(=O)NC(=O)c3ccccc3)CC2)cc1,4%,0%,-4%
COc1cccc(-c2nnc3n2N=C(C(C)(C)C)CS3)c1,-1%,9.2µM*,21%
COC(=O)c1c(C)n(-c2ccc(C)cc2)c2ccc(O)cc12,-2%,18µM*,-2%[12.8 µM]
O=C(O)COc1ccccc1/C=N/NC(=O)CSc1nc2ccccc2n1Cc1ccc(Cl)cc1,0%,-3%,1%
CCCCn1c(=N)n(CC(O)COc2ccccc2)c2ccccc21 (stereo not given),0%,12µM*,-28%
CN(C(=O)c1ccccc1-c1ccccc1C(=O)O)c1ccccc1,.,-3%,-6%
CCN(CC)CCN(C(=O)c1ccc2c(c1)OCCO2)c1nc2cc(C)cc(C)c2s1,9%,?,-8%
Cc1ccccc1C(=O)NNC(=O)CSc1nc2ccccc2c(=O)[nH]1,6%,4%,2%
COc1ccc(CN(C(=O)c2cc(=O)c3ccccc3o2)C2CCS(=O)(=O)C2)cc1 (stereo not given),2%,4%,-4%
O=C(Nc1ccc2ccccc2c1)C(=O)C1C(=O)Nc2ccccc21 (stereo not given),8%,.,10%
COc1ccc(/C=N/Nc2ccccc2)cc1Cn1nc(C)c([N+](=O)[O-])c1C,2%,-20%,.
Cc1cccc(-n2c(SCC(N)=O)nc3c(oc4ccccc43)c2=O)c1,-1%,?,.
O=C(COc1ccc2c(-c3ccccc3)cc(=O)oc2c1)NC(Cc1c[nH]c2ccccc12)C(=O)O (stereo not given),3%,14%,.
O=C(Nn1cnnc1)C1Cc2ccccc2CN1S(=O)(=O)c1ccc(F)cc1 (stereo not given),5%,-13%,-1%

# One compound at a time (already shown):
# CN(C(=O)c1ccccc1-c1ccccc1C(=O)O)c1ccccc1 reads TDP1 block = .; TDP1 cell noCPT = -3%; N370S GC = -6%
# CCN(CC)CCN(C(=O)c1ccc2c(c1)OCCO2)c1nc2cc(C)cc(C)c2s1 reads TDP1 block = 9%; TDP1 cell noCPT = ?; N370S GC = -8%

# (further entries)
SMILES,TDP1 block,TDP1 cell noCPT,N370S GC
CCC1CCCCN1CCCNC(=O)c1c(O)nc2cc(C)ccn2c1=O (stereo not given),0%&-5%,?,-1%
COCCNC(=O)c1nn(-c2ccc(C)cc2)c(=O)n(C)c1=O,-2%,-13%,.
CCN(C(=O)c1c(OC)cccc1OC)c1nnc(-c2cccnc2)s1,2%,?,-4%
Cc1ccc(/C=C/C(=O)NC(=S)Nc2ccccc2C(=O)NC2CCCCC2)cc1,4%,12µM*,7%
O=C(CSCc1ccccc1Cl)Nc1c[nH]c(=O)[nH]c1=O,-3%,-7%,13%
O=C(O)c1cccc(N/N=C(\N=Nc2ccccc2)c2ccccc2)c1,15%,-25%,-1%
CC(NC(=O)c1ccccc1)C(=O)OCC(=O)N1c2ccccc2Sc2ccccc21 (stereo not given),4%,-30%,10%
CCOc1cc(CNS(=O)(=O)c2cn(C)cn2)cc(OCC)c1OCC,2%,27%,22%
CCOC(=O)Cc1csc(NS(=O)(=O)c2ccccc2)n1,4%,-1%,-23%
CC(=O)Nc1ccc(NS(=O)(=O)c2cc(-c3n[nH]c(=O)c4ccccc34)ccc2C)cc1,.,-9%,-17%
O=C(CN1c2ccccc2S(=O)(=O)c2ccccc21)Nc1cccc(C(F)(F)F)c1,7%,?,.
COc1c2ccoc2nc2c(OC)c(O)ccc12,4%,-26%,16%
CC(C)Cn1c(N)c(C(=O)CSc2nncs2)c(=O)n(C)c1=O,1%,?,.
CC(=O)N1CCOc2cc(S(=O)(=O)NCc3ccccc3Cl)c(C)cc21,-3%,-15%,.
CCN1CCN(c2ccc(S(=O)(=O)N3CCCCC3)cc2NC(=O)c2sccc2C)CC1,7%,23µM*,-8%
Cc1ccc(C(NC(=O)N2CCOCC2)C(Cl)(Cl)Cl)cc1F (stereo not given),4%,-24%,2%
O=C1C(SCCO)=C(SCCO)C(=O)c2ccccc21,11%[56.1 µM],0.16µM*,-12%&-2%&-16%&-12%
Cc1ccccc1-c1cncnc1N1CCN(C)CC1,.,5%,8%
NCCSc1c(-c2ccccc2)[nH]c2ccccc12,.,21µM*,2%
CC(=O)c1cccc(NC(=O)CSc2nc(=O)n(CCN3CCOCC3)c3c2CCCC3)c1,0%,-20%,-21%
Cc1ccc(C(=O)NNC(=O)c2ccc(NC(=O)C(C)(C)C)cc2)cc1,.,14%,-15%
CCN(CC(=O)Nc1c(F)cccc1F)C(=O)CNC(=O)c1ccco1,4%[0.505 µM],4%,0%
COCCn1c(SCC(=O)Nc2ccccc2)nc2c(oc3ccccc32)c1=O,-10%,?,-5%
CC1CN(C(=S)NC(=O)c2ccc(Cl)cc2)CC(C)O1 (stereo not given),3%,?,-15%
CCCCCCCC(=O)N/N=C/c1ccc(Br)cc1,0%,15µM*,10%
# Later entries
SMILES,TDP1 block,TDP1 cell noCPT,N370S GC
COc1ccc(C(=O)N=C2CCC(C#N)=C3c4cc(OC)c(OC)cc4CCN23)cc1,-1%,?,3%
NC(=NCCc1ccc(Cl)cc1)NS(=O)(=O)c1ccc(F)cc1,4%,?,-1%
CCc1c(C)nc2[nH]nc(-c3ccccc3C)n2c1=O,3%,15µM*,4%
COc1cc(C(=O)NCC(=O)Nc2c(C)cccc2C)ccc1OCC(=O)N1CCOCC1,2%,2%,.
CCC12CC3CC(C1)CC(C(=O)O)(C3)C2,4%,-8%,8%
CCCCN(CC)C(=O)CSc1nc2n[nH]c(C)c2c(=N)n1-c1cccc(OC)c1,5%,9.2µM*,.
COc1ccc2oc(C(=O)NNC(=O)c3ccc(F)cc3)c(C)c2c1,.,-25%,-3%
NNC(=O)c1ccccc1OCc1ccccc1,9%,5%,16%
CCc1ccc(N2C(=O)CC(NNc3nc4ccccc4s3)C2=O)cc1 (stereo not given),8%,3%,3%
Cc1onc(-c2ccccc2Cl)c1C(=O)Nc1cccc(-c2nc3ncccn3c2C)c1,-4%,?,?
COc1ccc2nc(C)cc(NCc3ccc(F)cc3)c2c1,4%,23µM*,0%
CCOC(=O)c1c(C)[nH]c(C)c1C(=O)COC(=O)C1CCCN1S(=O)(=O)c1ccccc1F (stereo not given),7%,15µM*,2%
COc1ccc(CNc2nc3ccc(C)cc3s2)c(OC)c1OC,.,?,23%
O=C1CCCN1C(=O)CCC(=O)N1CCCC1=O,-6%,-18%,-3%
Cc1noc(C)c1CSCC(=O)Nc1ccc(S(C)(=O)=O)cc1,2%,-4%,.
N#Cc1cccc(CN2C=NS(=O)(=O)c3ccccc32)c1,.,-1%,0%
COc1cc(CN2CCCC(CO)(Cc3ccccc3C)C2)cc2c1OCO2 (stereo not given),0%,?,-19%
c1ccc2c(-c3nc(C4CCCCC4)no3)cc(-c3ccncc3)nc2c1,-2%,23µM*,-5%
CCOc1ccc(S(=O)(=O)N2CCOCC2)cc1NC(=O)C1CCC1,1%,7%,5%
Cc1nc(N(C)C)c2sc(=S)n(C)c2n1,1%,-10%,13%
Cn1cc(S(=O)(=O)N2CCCC2)cc1C(=O)N1CCN(c2ccccc2)CC1,.,-20%,-14%
COc1ccc(NC(=O)C2CCCN(S(C)(=O)=O)C2)cc1 (stereo not given),.,0%,6%
C=CCn1c(SCC(=O)N2c3ccccc3Sc3ccccc32)nnc1-c1ccco1,.,-29%,16%
COc1ccc(/C=N/NC(=O)c2cccc(C(F)(F)F)c2)cc1,5%,-2%,-1%
Cc1ccc(OCCC(=O)N(Cc2ccccc2)c2c(N)n(Cc3ccccc3)c(=O)[nH]c2=O)cc1,1%,21µM*,1%
O=C(COC(=O)CNC(=O)c1ccc(Cl)cc1Cl)NCc1ccco1,-8%[0.505 µM],-6%,-2%
COc1ccc(-c2nc(CS(=O)(=O)CC(=O)NCCc3cc(OC)ccc3OC)c(C)o2)cc1,7%,23µM*,-1%
COc1ccc(C(=O)Oc2cc(C)[nH]c(=O)c2[N+](=O)[O-])cc1,-4%,-3%,3%
N#CC(C#N)=C1C=CC=CN1/C(=C\c1ccco1)C(=O)c1ccccc1,1%,1.5µM*,27%
COC(=O)N=Nc1c(O)[nH]c2ccc(Br)cc12,6%,?,8%
